hIAP act: increases human intestinal alkaline phosphatase activity; P09923; purified human IAP, CDP-Star luminescence, 30 min; active compounds read high; 1 = vehicle-only enzyme, 0 = enzyme-free background; activation factor at 10 µM; 0.16% of 330,000 active; AID 2524;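 active means activation factor of the enzyme at least 2-fold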; further: the source names both 10 and 20 µM as test concentration; values of inactives mirror those of a sister screen read the other way
Target sequence (P09923 whole entry, looked up): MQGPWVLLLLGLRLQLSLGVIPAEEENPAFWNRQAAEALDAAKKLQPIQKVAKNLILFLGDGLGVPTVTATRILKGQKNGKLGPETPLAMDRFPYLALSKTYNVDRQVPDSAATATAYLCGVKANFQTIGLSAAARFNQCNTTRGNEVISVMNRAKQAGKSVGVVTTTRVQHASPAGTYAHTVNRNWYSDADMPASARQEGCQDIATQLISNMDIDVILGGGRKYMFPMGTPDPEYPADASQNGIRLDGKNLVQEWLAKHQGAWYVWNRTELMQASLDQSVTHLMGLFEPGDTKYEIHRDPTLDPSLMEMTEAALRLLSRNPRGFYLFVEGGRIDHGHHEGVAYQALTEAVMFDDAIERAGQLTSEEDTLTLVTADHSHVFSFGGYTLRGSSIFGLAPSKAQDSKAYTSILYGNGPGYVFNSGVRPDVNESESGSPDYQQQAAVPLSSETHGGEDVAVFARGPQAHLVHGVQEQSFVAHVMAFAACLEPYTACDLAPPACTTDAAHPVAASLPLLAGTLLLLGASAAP
NR3A LBD binder: modulators (binders) of human NR3A ligand-binding domain; NR3A LBD differential scanning fluorimetry, Tm shift; 0% = protein alone, 100% = glycine-bound protein; Tm shift relative to glycine control, % at 25 µM; 2.5% of 340,000 active;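 active means melting temperature shift of at least 10% of the positive control shift, at one fixed dose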
SENP1 inh: SENP1 (human) catalytic domain inhibition; Q9P0U3; recombinant SENP1 catalytic domain, CyPet-SUMO1-YPet FRET cleavage; inhibition, % at 10 µM; 0.21% of 360,000 active; AID 624204;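 active means inhibition at least 30% at 10 µM, raw YFP signal under a set limit, fluorescence ratio 0.5 to 1.5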;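 further: 0% = enzyme with DMSO and 100% = no enzyme wells; some results filed as inactive read as strong as hits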
Target sequence (Q9P0U3 419-644 limits assumed): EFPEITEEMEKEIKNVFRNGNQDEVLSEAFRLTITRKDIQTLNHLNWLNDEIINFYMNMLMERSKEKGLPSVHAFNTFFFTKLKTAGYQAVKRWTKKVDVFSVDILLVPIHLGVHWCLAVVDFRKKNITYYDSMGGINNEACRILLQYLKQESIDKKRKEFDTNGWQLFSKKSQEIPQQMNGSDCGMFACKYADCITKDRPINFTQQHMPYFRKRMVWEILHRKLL
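material = recombinant human SENP1 catalytic domain, His6-tagged | quantity = 20 pM enzyme | reagent = 25 nM SUMO1 FRET substrate | compound dosing = 10 µM single point, 0.5% DMSO | timing = 50 min enzyme reaction, room temperature, light-protected | detection = FRET, CFP and YFP emission | control set = no-enzyme low, enzyme-DMSO high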
ATG4B inhibitor: ATG4B (human) cysteine protease inhibition | ATG4B cleavage of LC3-PLA2, NBD-HPC fluorescence, 1 h | 0.51% of 340,000 active | inhibition, % at 8.33 µM; in the data active means inhibition above about 40%
MPTP block: permeability transition pore inhibition | isolated mouse mitochondria, Ca2+ swelling absorbance, 30 min | inhibition, % at 10 µM | 1.4% of 360,000 active;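 active means inhibition of 50% or more, scaled per plate between neutral and stimulator controls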;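 further: 0% = DMSO wells given calcium and 100% = 1 mM EGTA wells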
SENP6 inh: blocks the human protease SENP6 | inhibition, % at 10 µM | Recombinant SENP6 catalytic domain, aminoluciferin luminescence | 1.8% of 330,000 active | AID 2599;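 active means inhibition above about 50% at the single tested dose, limit read from the data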;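 further: plate controls were DMSO wells with enzyme for no effect and DMSO wells lacking enzyme for full effect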
PfG6PD inh: PfG6PD (Plasmodium falciparum) enzyme inhibition | PfGluPho enzyme, NADPH resazurin-diaphorase fluorescence | inhibition, % at 20 µM | 0.78% of 350,000 active | AID 504690;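 active means inhibition reaching at least a set limit at 20 µM in the primary screen, cut at about 59% in these data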;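 further: 0% = DMSO wells with substrate and 100% = DMSO wells lacking glucose-6-phosphate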
SENP8 block: blocks human SENP8 cleavage of Nedd8 substrate; Q96LD8; recombinant SENP8, Nedd8 substrate fluorescence; inhibition, % at 20 µM; 0.64% of 360,000 active; AID 602440; in the data active means inhibition mostly above about 40%, no sharp cut-off; inactive means mostly below about 27%
Target sequence (Q96LD8 whole entry, looked up): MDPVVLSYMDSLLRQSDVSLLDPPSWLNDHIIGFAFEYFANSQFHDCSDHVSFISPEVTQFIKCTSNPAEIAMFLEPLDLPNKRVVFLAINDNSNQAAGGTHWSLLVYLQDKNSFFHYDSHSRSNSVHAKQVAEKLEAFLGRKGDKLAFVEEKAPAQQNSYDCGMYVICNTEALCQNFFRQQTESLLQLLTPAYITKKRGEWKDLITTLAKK
Active calls of the source: *; · = not tested or not shown.

SMILES	hIAP act	NR3A LBD binder	SENP1 inh	ATG4B inhibitor	MPTP block	SENP6 inh	PfG6PD inh	SENP8 block
CC1Cc2ccccc2N1C(=O)CSc1nc2cc3c(cc2cc1C#N)OCO3 (configuration not stated)	0.962	0.7	13.7	-9.0	0.0	5.6	2.7	-210.3
O=C1C=C(N2CCN(C3=CC(=O)CCC3)CC2)CCC1	1.21	0.3	-3.2	2.0	-2.5	1.4	6.2	19.4
COC(=O)c1cc(S(=O)(=O)NCCN2CCOCC2)cn1C	0.817	0.0	-0.1	-2.6	-2.0	-3.4	13.6	6.0
CN(CCc1ccccc1)C(=O)c1cccc(NC(=O)Cc2cccc([N+](=O)[O-])c2)c1	0.79	-1.8	4.6	0.7	-0.2	10.6	2.8	10.3
CN(C)c1ccc(-c2noc(C3CCN(S(=O)(=O)c4cccc(C(=O)O)c4)CC3)n2)cc1	0.946	6.3	0.3	-3.6	-1.1	-9.2	-9.3	-4.4
O=C(CSCc1ccc(F)cc1)NC1CCCC1	1.11	-0.9	-1.4	4.0	-0.7	4.5	17.1	5.9
Cc1ccc(OCCOC(=O)c2nc3nccc(C)n3n2)cc1	0.971	-0.7	-2.2	-4.1	-1.5	-10.1	-7.0	10.5
O=[N+]([O-])c1cccc2c3c([nH]c12)CCCC3	0.916	2.0	5.5	11.0	-2.3	-3.2	-14.8	21.6
CCOC(=O)c1sc(N(Cc2ccccc2)C(=O)COC(=O)c2cnccn2)nc1C	0.996	-0.6	-16.6	-12.1	-0.4	1.9	13.9	1.9
COc1ccc(CNC(=O)OCCN2CCN(S(=O)(=O)c3ccc(C)cc3)CCC2=O)cc1	1.1	0.2	1.5	7.8	0.6	-6.3	-3.8	17.4
CCC(CC)NC(=O)Nc1cccc(C)c1C	0.848	-2.2	2.9	-14.2	0.7	-14.1	-1.3	9.4
O=S(=O)(NC1CC2CCC1C2)c1ccc(Br)s1 (configuration not stated)	0.93	-3.1	-0.3	-0.6	0.3	11.8	-16.1	20.9
CCCCc1cc(=O)oc2cc(C)cc(OC(C)C(=O)NCc3cccnc3)c12 (configuration not stated)	0.818	0.4	0.9	0.2	-1.6	-6.6	5.1	-169.5
Cc1ccc(NC(=O)C(NC2CCCC2)c2ccccc2)cc1Cl (configuration not stated)	1.1	-4.0	0.3	4.5	2.2	-18.1	16.1	1.3
COc1ccc(NC(=O)CN(C)C(=O)c2ccc(S(=O)(=O)Nc3ccccc3C)cc2)cc1	0.948	2.4	2.0	-8.4	1.1	5.9	-4.6	-3.3
CC1CC(C)CN(CCOc2cccc(Cl)c2Cl)C1 (configuration not stated)	0.954	-3.1	3.1	-3.9	-0.7	3.0	-2.1	8.3
COc1ccccc1N1CCN(C(=O)CSc2nc(C)c(C)c(=O)[nH]2)CC1	1.03	-1.7	0.8	0.3	-1.8	-4.9	-3.2	14.8
O=[N+]([O-])c1cccnc1Sc1ccc(Cl)cc1	1.08	2.1	2.0	-0.5	0.3	1.7	9.6	26.8
CC1CN(S(=O)(=O)c2cccc(C(=O)N(C)C3CCN(C)CC3)c2)CC(C)O1 (configuration not stated)	1.02	0.1	-0.3	-3.2	0.8	12.8	1.5	10.3
C/C(=N\NC(=O)C(=O)Nc1c(C)n(C)n(-c2ccccc2)c1=O)c1ccncc1	0.913	0.2	-0.1	2.6	1.9	2.6	-7.6	2.3
Cc1ccc(OCc2ccc(C(=O)Nc3ccc(C(N)=O)cc3)o2)c([N+](=O)[O-])c1	0.979	6.4	-0.1	-9.6	6.0	-6.3	14.3	-1.4
O=C(Nc1ccc(O)cc1)/C(=C\c1ccncc1)NC(=O)c1ccccc1	1.05	2.5	2.9	1.5	-2.2	-7.0	16.2	8.5
CCCc1cc(C(=O)N2CCCC(Nc3ccc(C)c(C)c3)C2)n(C)n1 (configuration not stated)	1.2	-1.3	-0.1	0.2	0.3	1.7	-4.8	6.3
CC1(C)Cc2ccccc2-c2nc(NCCCO)n(-c3ccccc3)c(=O)c21	1.09	1.6	-1.5	7.8	0.8	-6.7	8.6	-255.7
COc1ccc(-c2[nH]ncc2/C=N/NC(=O)c2cccc([N+](=O)[O-])c2)cc1OC	1.02	-0.2	0.6	-25.0	2.1	-7.8	4.3	14.9
O=C(CCN1C(=O)/C(=C\c2ccccc2)SC1=S)NCCCN1CCOCC1	1.48	-0.5	3.4	2.9	1.2	-15.0	4.2	27.6
COc1ccc(Nc2ncnc3sccc23)cc1	0.992	-0.7	-67.9	0.6	-0.4	-1.9	29.5	-9.9
N#Cc1ccccc1NC(=O)CN1C(=O)NC(Cc2c[nH]c3ccccc23)C1=O (configuration not stated)	1.03	1.1	-1.3	-3.9	1.7	-1.1	-7.7	-17.3
CCOc1ccc(N(CC(=O)NCC2CCCO2)S(=O)(=O)c2ccc(SC)cc2)cc1 (configuration not stated)	0.934	0.4	0.6	-1.2	-1.9	13.9	13.5	4.7
O=C(CP(=O)(c1ccccc1)c1ccccc1)Nc1nc2ccc(Cl)cc2s1	0.826	-2.9	-0.5	-6.0	3.3	-0.1	38.2	7.6
COc1ccc(S(=O)(=O)N2CCC(C(=O)NCCCn3ccnc3)CC2)cc1C	1.04	1.2	-2.8	1.1	-1.6	-3.2	-3.2	11.0
S=c1[nH]nc(CNc2ccc(Cl)cc2)n1Cc1ccccc1	1.32	0.8	-1.6	-7.7	-0.2	-11.1	13.9	10.0
Clc1ccc(C(c2ccccc2Cl)C(Cl)Cl)cc1 (configuration not stated)	0.942	-2.1	0.1	5.2	61.1*	-6.4	-8.3	5.7
COc1ccccc1/C=C/C1(C(=O)NC2CCCC2)CC(=O)N1c1ccccc1 (configuration not stated)	0.987	1.6	2.3	-2.2	1.7	-8.5	8.4	17.2
CC(OC(=O)/C(C#N)=C/c1ccco1)C(=O)N(C)c1ccccc1 (configuration not stated)	1.15	3.3	-5.8	-6.8	1.3	-15.1	6.1	-1.8
COc1cc(/C=C(/C#N)C(=O)NCCCc2ccccc2)ccc1OCC(=O)O	1.17	-0.5	-1.2	-0.5	0.0	-1.7	-17.4	-50.3
Cn1cc(S(=O)(=O)N2CCCC2)cc1C(=O)NCc1ccccc1	0.883	0.5	1.8	-5.6	-3.2	-18.6	-2.2	12.4
CC(C)(C)c1ccc(OCCON2C(=O)CCC2=O)c(Cl)c1	0.96	3.8	1.4	-1.3	3.7	-3.5	-0.8	11.9
CCCc1nc2c(C)cc(C)cc2c(N)c1CC	0.97	-0.3	-10.4	3.9	2.5	-3.0	-9.8	-202.7
Cc1ccc([C@H]2C(C(=O)O)=CC[C@@H](c3ccc(C(C)C)cc3)N2S(=O)(=O)c2ccc(C)cc2)cc1	1.32	-5.5	0.3	18.3	0.2	9.9	-29.5	14.6
COCCn1c(SCc2nc3ccccc3s2)nc2ccccc21	0.934	-0.5	-17.7	-1.6	-0.6	-3.1	15.1	-8.1
CC1CC(C)CN(C(=O)COc2cccnc2[N+](=O)[O-])C1 (configuration not stated)	1.09	-1.2	-0.2	-1.7	-1.1	-3.7	-2.9	28.4
CCSc1nc2sc3c(c2c(=O)[nH]1)CCCC3	0.86	-0.3	0.1	-7.8	4.9	-4.0	7.8	-32.6
CCOC(=O)N1CCN(C(=O)c2cccc(NC(=O)c3ccco3)c2)CC1	0.742	-1.5	2.3	-5.7	0.0	-0.6	10.6	20.5
COc1ccc([C@@H]2[C@@H](C(=O)C(C)(C)C)N3N=Cc4ccccc4[C@@H]3C23C(=O)OC(C)(C)OC3=O)cc1OC	0.953	1.8	-0.2	-6.0	-1.1	8.1	3.3	-1.0
CC(C)(C)c1ccc(-n2ncc3c2CCCC3NC(=O)c2cnccn2)cc1 (configuration not stated)	1.06	-6.5	-2.8	0.2	42.2	8.7	-1.9	-64.7
Cc1ccc(C)c(NC(=O)CSc2nnc(-c3ccccc3)o2)c1	1.14	-0.3	-0.1	-1.3	-1.1	-27.5	13.2	3.6
O=C(COC(=O)c1ccc(Cl)nc1)Nc1cccc(S(=O)(=O)N2CCCCC2)c1	1.09	1.2	0.7	-1.1	0.1	-6.9	-0.6	-14.8
O=C(Nc1ccc2c(c1)OCO2)C(c1ccccc1)N1CCN(C(=O)c2ccco2)CC1 (configuration not stated)	1.09	-1.5	0.8	2.6	-0.3	-12.1	-4.8	10.3
CCn1nccc1C(=O)NC1=C(C#N)CCC1	0.96	-3.1	2.5	4.4	-0.5	-15.0	-16.5	13.1
CNC(=O)CSCc1cnn(-c2ccccc2)c1-n1cccc1	0.805	-2.3	1.5	-8.0	0.7	-1.1	-5.5	15.2
Cc1cc(Nc2ccc(C(=O)O)cc2)n2nc(C)nc2n1	0.923	-1.0	0.9	-4.4	-3.1	12.8	15.8	6.0
CC(=O)Nc1ccccc1OC(C)C(=O)N1CCC(C)CC1 (configuration not stated)	1.09	-0.7	0.4	-3.9	-0.4	-6.0	-10.8	5.9
O=C(Cc1cccs1)Nc1ccccc1-c1nc2ccccc2[nH]1	0.986	4.7	·	-3.0	·	-9.6	8.9	·
CCOc1ccc(S(=O)(=O)NCC2(N3CCCCC3)CCCCC2)cc1	0.936	1.2	1.2	-2.0	0.1	-15.7	5.5	7.8
CCCNC(=O)C(Cc1ccccc1F)NC(=O)c1ccc(C#N)cc1 (configuration not stated)	1.04	-0.7	0.5	6.0	-0.2	-5.8	-11.3	14.0
CSCCC(Nc1ccc(S(=O)(=O)N2CCOCC2)cc1[N+](=O)[O-])C(=O)OCC(=O)NCC(C)C (configuration not stated)	0.863	-6.7	-2.2	-1.3	4.6	0.7	-7.5	29.1
CC(=O)OC1[C@H](Oc2c(O)c(C)c3c4c2[C@@H](C)CC[C@@H]4[C@@H](C)C[C@@H]3C=C(C)C)OC[C@@H](O)[C@@H]1O (some centres not stated)	0.984	-3.3	2.1	-5.3	0.6	10.2	3.6	23.5
Cc1ccc(Sc2c(CO)c(-c3ccccc3)nn2C)cc1	0.976	-2.2	0.3	7.9	0.0	-16.1	2.9	2.1
CC(=O)c1ccc(N2CCN(C(=O)COc3ccc4ccccc4c3)CC2)cc1	·	·	-0.4	·	-0.4	·	-5.9	7.0

Of the compounds above, 3 contain a tert-butyl group:
SMILES	hIAP act	NR3A LBD binder	SENP1 inh	ATG4B inhibitor	MPTP block	SENP6 inh	PfG6PD inh	SENP8 block
CC(C)(C)c1ccc(OCCON2C(=O)CCC2=O)c(Cl)c1	0.96	3.8	1.4	-1.3	3.7	-3.5	-0.8	11.9
COc1ccc([C@@H]2[C@@H](C(=O)C(C)(C)C)N3N=Cc4ccccc4[C@@H]3C23C(=O)OC(C)(C)OC3=O)cc1OC	0.953	1.8	-0.2	-6.0	-1.1	8.1	3.3	-1.0
CC(C)(C)c1ccc(-n2ncc3c2CCCC3NC(=O)c2cnccn2)cc1 (configuration not stated)	1.06	-6.5	-2.8	0.2	42.2	8.7	-1.9	-64.7

Shown as a hit in MPTP block, among the entries above:
smiles | hIAP act | NR3A LBD binder | SENP1 inh | ATG4B inhibitor | MPTP block | SENP6 inh | PfG6PD inh
Clc1ccc(C(c2ccccc2Cl)C(Cl)Cl)cc1 (configuration not stated) | 0.942 | -2.1 | 0.1 | 5.2 | 61.1* | -6.4 | -8.3

The results go on:
SMILES	hIAP act	NR3A LBD binder	SENP1 inh	ATG4B inhibitor	MPTP block	SENP6 inh	PfG6PD inh	SENP8 block
Cc1ccc(S(=O)(=O)c2cc3ccccc3oc2=O)cc1	0.955	-0.7	-1.2	-6.0	1.7	-10.8	9.4	-154.8
COc1ccc(C2CC(=O)c3c(C)nc(N4CCN(Cc5ccccc5)CC4)nc3C2)cc1OC (configuration not stated)	1.2	-1.5	-13.9	2.4	10.7	1.1	-0.4	-5.4
COc1ccc(-n2c(SCC(=O)Nc3cc(C)on3)nc3c(c2=O)SCC3)cc1	0.928	-2.7	2.4	1.5	-0.6	-24.4	1.8	5.9
CCOc1ccc(C(=O)C[n+]2ccccc2C)cc1	1.06	-1.1	3.4	-2.6	-3.9	-1.2	-1.9	2.1

Compound activity (PubChem)
